a7 integrin act: qHTS for Activators of Integrin-Mediated Alleviation for Muscular Dystrophy | Potency, µM (series often up to 38.3 µM), for inactives: at the top dose activation, hits mostly activators | hit rate 0.064% among 350,000 | AID 624291, 2012 | alpha7betagal myoblasts, beta-gal FDG fluorescence, 48 h;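 also: potency is read from the fitted curve at half-maximal effect; 100% = response of the positive control SU9516; nearly all actives have a fitted effect of over 60% in size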
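Alpha7betagal+/- myoblasts (passage 13) were plated 16-24 hr, then exposed to compounds (1:260 dilution of DMSO stock) for 48 hours at 37C. After MPER lysis, β-galactosidase reporter activity was read as FDG fluorescence (ex 480/em 540) after 30 minutes.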
Eya2 phos inh: qHTS Assay for Inhibitors of the Phosphatase Activity of Eya2; recombinant Eya2, OMFP fluorescence dephosphorylation (OMFP is methylfluorescein phosphate); Potency, µM (top dose mostly 76.9 µM), for the others: top-dose activity, negative = inhibition, most hits filed as inhibitors; hit rate 0.006% among 330,000; AID 488837, 2010; also: potency is read from the fitted curve at half-maximal effect; % is scaled to controls: 0 for no effect and ±100 for the full control effect
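Eya2 (0.2 uM) preincubated 10 min at ambient with compound, then OMFP substrate added at 50 uM; 10 min reaction in 50 mM HEPES pH 7.5, 50 mM NaCl, 5 uM MgCl2, 0.05% BSA, 1 mM DTT. Fluorescence read at Ex 485/Em 525 nm.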
TSHR antag: Antagonists of the Thyroid Stimulating Hormone Receptor: HTS campaign | Thyrotropin receptor (Homo sapiens), P16473 | TSHR-expressing cells, TSH-stimulated cAMP HTRF, 2 h; stronger effect = lower value | activity change, negative = inhibition, % at 11.5 µM | hit rate 0.2% among 330,000;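 active = activity change below a set negative limit, meaning inhibition stronger than a set level, cut at about -70% in these data; inconclusive = activity change between two set negative limits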; also: % is scaled to controls: 0 for no effect and ±100 for the full control effect
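TSHR-expressing cells were treated with compounds, then stimulated with TSH at EC80 (4nM final) for 2 hours at 37 deg C. Cellular cAMP was measured by HTRF competition between lysate cAMP and cAMP-d2 for a cryptate-labelled anti-cAMP antibody.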
TSG101-PTAP inh: qHTS Assay for Iinhibitors of HIV-1 Budding by Blocking the Interaction of PTAP/TSG101 | Tumor susceptibility gene 101 protein (Homo sapiens), Q99816 | Fluorescence polarization, FITC-PTAP peptide / Tsg101 binding | Potency, µM (highest dose often 115 µM), without a hit: at the top dose activity change, negative = inhibition, most hits filed as inhibitors | 340,000 tested, under 10 active | AID 493005, 2010; active = well fitted inhibition curve with a large enough effect in the main read-out, with a control signal flat, not every such curve was filed as active; inconclusive = small, poorly fitted or top-dose-only effect, or effect the other way, or a change in a side signal; inactive = no such curve, though single readings can be large or run the other way; also: potency is read from the fitted curve at half-maximal effect; % of control where 0% means no effect
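Fluorescence anisotropy tracks displacement of a FITC-tagged PTAP peptide (50 nM) from the Tsg101 binding domain (10 uM), following a 20 min room-temperature incubation at pH 7.5.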
Tb PFK inh: qHTS Assay to Find Inhibitors of T. brucei phosphofructokinase. ATP-dependent 6-phosphofructokinase (Trypanosoma brucei brucei), O15648. T. brucei PFK, ADP-Glo luminescence. Potency, µM (series often up to 57.5 µM), inactives show top-dose activity, negative = inhibition, actives largely listed as inhibitors. hit rate 0.17% among 330,000. AID 485367, 2010;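 also: potency is read from the fitted curve at half-maximal effect; 0% = uninhibited 1x PFK enzyme wells and -100% = no-enzyme wells; nearly all actives have a fitted effect of over 60% in size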
Target sequence (O15648 whole entry, looked up): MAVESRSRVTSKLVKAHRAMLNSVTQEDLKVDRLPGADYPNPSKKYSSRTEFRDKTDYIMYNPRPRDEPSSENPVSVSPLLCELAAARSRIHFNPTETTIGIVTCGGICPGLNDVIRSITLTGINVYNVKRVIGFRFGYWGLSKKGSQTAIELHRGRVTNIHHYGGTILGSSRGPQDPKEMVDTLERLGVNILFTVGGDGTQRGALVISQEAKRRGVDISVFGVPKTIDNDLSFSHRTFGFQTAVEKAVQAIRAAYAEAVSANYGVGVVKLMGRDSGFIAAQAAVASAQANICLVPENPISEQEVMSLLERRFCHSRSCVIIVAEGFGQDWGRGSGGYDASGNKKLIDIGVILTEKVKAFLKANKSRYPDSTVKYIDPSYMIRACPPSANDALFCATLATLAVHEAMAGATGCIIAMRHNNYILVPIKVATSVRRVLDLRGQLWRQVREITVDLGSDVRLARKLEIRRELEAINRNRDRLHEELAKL
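Activity is normalized to no-enzyme wells (full inhibition) and 1.25 nM enzyme wells (no inhibition). Reaction: 0.5 mM F6P, 0.1 mM ATP, 45 min RT, ADP-Glo luminescence; concentration-response curves fitted and classed by quality.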
ELG1 repair inh: qHTS screen for small molecules that inhibit ELG1-dependent DNA repair in human embryonic kidney (HEK293T) cells expressing luciferase-tagged ELG1 | AID 504467, 2011 | HEK293T ELG1-luciferase reporter, luminescence, 16 h; DNA damage induced by 5-fluorouridine | Potency, µM (series often up to 46.1 µM), inactives show at the top dose activity change, negative = inhibition, most hits filed as inhibitors | hit rate 2.3% among 330,000; also: potency is read from the fitted curve at half-maximal effect; % is scaled to controls: 0 for no effect and ±100 for the full control effect; nearly all actives have a fitted effect of over 55% in size
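Cells (2,000 per well) received 5-fluorouridine plus test compound or DMSO and were incubated 16 hr at 37 °C, 5% CO2. Luciferase activity was read by luminescence 30 min after ONE-Glo addition; signal suppression marked inhibition of damage-induced ELG1 function.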
ASM inhibitor: Inhibitors of Secretory Acid Sphingomyelinase (S-ASM): qHTS. Sphingomyelin phosphodiesterase (Homo sapiens), P17405. Potency, µM (doses to about 57.5 µM), inactives show top-dose activity change, negative = inhibition, most hits filed as inhibitors. placental ASM, HMU-PC fluorogenic substrate, 60 min. hit rate 0.006% among 340,000; also: potency is read from the fitted curve at half-maximal effect
Target sequence (P17405 47-631 limits assumed): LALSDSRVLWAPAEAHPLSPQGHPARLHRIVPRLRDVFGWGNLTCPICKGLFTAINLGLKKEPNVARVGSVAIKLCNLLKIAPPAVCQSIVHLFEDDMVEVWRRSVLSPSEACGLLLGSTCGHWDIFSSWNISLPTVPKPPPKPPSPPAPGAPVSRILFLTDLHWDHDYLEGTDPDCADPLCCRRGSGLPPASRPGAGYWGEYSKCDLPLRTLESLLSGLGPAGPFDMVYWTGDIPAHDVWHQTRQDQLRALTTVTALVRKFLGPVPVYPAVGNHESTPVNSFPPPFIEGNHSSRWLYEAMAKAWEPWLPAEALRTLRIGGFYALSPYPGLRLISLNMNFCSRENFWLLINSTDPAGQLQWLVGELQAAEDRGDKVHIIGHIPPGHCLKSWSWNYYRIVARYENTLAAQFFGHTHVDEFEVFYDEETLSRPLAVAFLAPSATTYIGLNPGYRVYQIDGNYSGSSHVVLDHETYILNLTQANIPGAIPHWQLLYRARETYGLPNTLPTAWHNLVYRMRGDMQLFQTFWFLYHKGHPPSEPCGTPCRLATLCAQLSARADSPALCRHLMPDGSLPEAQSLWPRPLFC
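Fluorescence read-out (Ex 386 nm, Em 447 nm) after stopping the reaction at pH 10. Enzyme: ASM from human placenta; substrate HMU-PC0, 9 uM final; 60 min, 37 °C. Compound preincubation 10 min, ambient temperature.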
AT treatment: qHTS Assay for Identifying a Potential Treatment of Ataxia-Telangiectasia; […] A-T fibroblasts, KAP-1 phosphorylation AlphaLISA; neocarzinostatin DNA damage 30 min before lysis; hit rate 0.19% among 320,000; Potency, µM (titrated, usually from 57.5 µM), inactives show at the highest dose activation, actives largely listed as activators; also: potency is read from the fitted curve at half-maximal effect; % of control where 0% means no effect; nearly all actives have a fitted effect of over 45% in size
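hTERT-immortalized A-T patient fibroblasts ([…]), 500 cells/well in OPTI-MEM, 1% FBS, got compounds for 60 min, then NCS for 30 min at 37C. Lysates were then assayed for phospho-KAP-1 by AlphaLISA (anti-pKAP1 donor, anti-KAP1 acceptor beads), 6 hr at 25C.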
Chronic BCR inh: qHTS Assay to Find Inhibitors of Chronic Active B-Cell Receptor Signaling; ABC-DLBCL IkBa-CBG/CBR reporter, luminescence ratio, 4 h; Potency, µM (doses to about 46.1 µM), without a hit: at the top dose ratio change, negative = lower green/red ratio, hits mostly inhibitors; hit rate 0.05% among 340,000; active = well fitted inhibition curve with a large enough effect in the signal ratio, with a control signal flat, not every such curve was filed as active; inconclusive = small, poorly fitted or top-dose-only effect, or effect the other way, or a change in a side signal; the % refers to the signal ratio;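 also: potency is read from the fitted curve at half-maximal effect; plate controls were basal doxycycline-induced cells for no effect and cells given 10 µM MG132 for full effect; MG132 reads +100%, hits lower the ratio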
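Compounds up to 46 uM were incubated four hours with TMD8 cells whose green CBG68 luciferase is fused to IkappaBalpha; red CBR luminescence normalised the signal, and concentration-effect curves were fitted to fusion, red and ratio data.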
TCR act: Activators of T cell receptors: qHTS campaign. primary human leukocytes, anti-CD3, IL-2 HTRF, 48 h. 330,000 tested, under 10 active. AID 504894, 2011. Potency, µM (series often up to 9.22 µM), without a hit: top-dose activation of IL-2 secretion, actives largely listed as activators; also: % of control where 0% means no effect
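Activity was scored as IL-2 release from primary human leukocytes given only a TCR signal (a-CD3 beads) plus compound for 48 hr. Detection used a two-antibody HTRF format read at 665nm.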
Mito fusion act: qHTS Assay for Small Molecule Inhibitors of Mitochondrial Division or Activators of Mitochondrial Fusion; S. cerevisiae fusion-defective mutant growth rescue, CellTiterGlo 48 h; Potency, µM (doses to about 46.1 µM), for the others: top-dose growth rescue (activation), most hits filed as activators; hit rate 0.23% among 320,000; AID 485298, 2010;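 also: potency is read from the fitted curve at half-maximal effect; % of control where 0% means no effect; nearly all actives have a fitted effect of over 45% in size; temperature-sensitive fusion mutants such as fzo1-1 at 37 °C on non-fermentable ethanol glycerol medium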
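Growth-rescue viability read-out: after 48 h at the non-permissive 37C in glycerol/ethanol YPEG, yeast mitochondrial fusion mutants are measured by CellTiterGlo luminescence; compounds (23 nl pinned per well) restoring growth score as division inhibitors or fusion activators.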
Numbers without * were called inactive; ? = inconclusive; . = not tested or not shown; [ ] = dose if it differs, or a comment. Unless noted, calls follow the shape of the dose curve; as a rule, active = well fitted curve in the direction sought with a large enough effect; inconclusive = small, poorly fitted or top-dose-only effect, or another doubt; inactive = no such curve, though single readings can be large; an effect the other way counts as inactive or inconclusive. Compounds were not picked by outcome; about 3.2% have a hit in one of these screens.

The line under a structure holds: Tb PFK inh, Chronic BCR inh, ASM inhibitor, Mito fusion act, ELG1 repair inh, TCR act, AT treatment, Eya2 phos inh, a7 integrin act, TSG101-PTAP inh, TSHR antag
- Cc1ccc(C(C(=O)NC2CCCCC2)N(Cc2ccccc2)C(=O)Cc2c[nH]c3ccccc23)o1 (configuration not stated)
 : 0.7%, -10.8%, -8.7%, 16.4%, ?, 0.6%[46.1 µM], -9.1%, -4.7%, -17.6%, -7.0%, 4.5
- CCc1ccc(/C(C)=N/NC(=O)c2ccccn2)cc1
 : -1.8%, ?, 0.0%, -3.9%, ?, -6.7%, 2.2%, -5.1%, 0.0%, -6.6%, 11.3
- CCC(O)C(C)(C)C (configuration not stated)
 : 1.1%, -6.7%, -6.4%, -0.4%, 20.0%, 6.2%, 1.1%, 0.9%, ., -0.2%, -10.6
- Cc1coc2c(C)c3oc(=O)c(CCC(=O)N(C)CC(=O)O)c(C)c3cc12
 : 10.6%, 8.3%, 28.1%, -0.9%, 0.6%, 6.1%, 13.3%, 3.1%, -1.5%, -2.5%, -4.5
- O=C(NCc1ccccc1)c1ccc(Oc2ccc(C(=O)NCc3ccccc3)cc2)cc1
 : 1.0%, 12.7%, -0.8%, -1.8%, ?, -6.3%, -4.2%, -10.6%, 14.7%, -0.6%, 0.1
- C/C(=N\NC(=O)c1ccc(Cn2cc([N+](=O)[O-])cn2)o1)c1cccc(NC(=O)C(C)C)c1
 : -13.0%, ?, 2.0%, -17.2%, ?, 0.5%[46.1 µM], 0.8%, 3.2%, -20.5%, 0.2%, 0.6
- CC(C)c1ccc(NC(=O)COC(=O)/C=C/c2cccc([N+](=O)[O-])c2)cc1
 : 3.7%, 0.4%, -0.1%, 0.0%, ?, -5.0%[46.1 µM], 4.1%, 8.7%, 15.0%, -8.2%, -5.5
- Cc1ccc[n+](/C(C(=S)NCc2ccco2)=C(/[O-])c2ccccc2Cl)c1
 : -7.4%, ?, -2.4%, -2.5%, ?, 3.9%, -4.4%, 1.5%, 7.8%, -1.7%, 9.3
- Cc1cc(N2CCN(C)CC2)nc2ccc(NC(=S)N3CCOCC3)cc12
 : -3.5%, ?, 115.6%[activator], -5.3%, ?, -4.2%, 2.0%, 1.3%, -21.6%, -0.9%, -7.0
- CC(=O)c1ccc(NC(=O)CN2C(=O)CCC2=O)cc1
 : -1.5%, 2.1%, 0.0%, -1.9%, 9.1%, 1.5%, -5.1%, -9.6%, -62.1%[inhibitor], 1.0%, -4.3
- CNC(=S)N(CCc1c(C)[nH]c2ccc(OC)cc12)Cc1cccnc1
 : -0.3%, -0.4%, -3.7%, 1.4%, 9.1%, 4.6%, 4.0%, -3.1%, -11.5%, -1.4%, 23.7
- Cc1ccc2nc(NC(=O)C3CC3C)sc2c1 (configuration not stated)
 : -1.0%, ?, -0.5%, 17.1%, ?, 13.7%, -5.8%, 15.5%, 1.7%, -0.3%, -21.5
- CCOc1ccc(CN(C)CCc2ccccn2)cc1
 : -2.6%, 26.0%, 1.3%, 0.3%, 10.8%, -13.0%, -3.4%, -2.9%, ?, -5.2%, 6.5
- CCN(CC)S(=O)(=O)c1cc([N+](=O)[O-])ccc1N1CCC(C(N)=O)CC1
 : -6.9%, ?, -1.2%, -1.1%, 10.5%, 0.9%, -2.1%, 8.3%, -1.7%, 0.1%, 35.7
- O=C(CSc1ncnc2c1cnn2-c1ccccc1)Nc1ccccc1
 : 4.1%, 15.1%, -0.6%, -7.9%, -13.5%, 2.8%, 5.1%, -19.0%, 24.3%, -3.4%, -25.1
- Cc1c(C(=O)N2CCCC2)oc2c1-c1nn(CC(=O)NCCCOC(C)C)cc1CC2
 : -14.1%, 1.1%, -3.2%, 2.7%, ?, -3.3%, 27.7%, -0.1%, -8.5%, -5.9%, 2.3
- Clc1ccc(Cc2nnc(-c3cccs3)o2)cc1
 : -12.6%, ?, -5.6%, 10.8%, ?, -5.4%, 7.0%, 3.7%, -16.9%, 0.4%, -9.0
- COC(=O)n1c(SC)nc2ccccc21
 : -0.2%, ?, 1.6%, 7.5%, 0.1%, -0.8%, -4.7%, 12.1%, 11.5%, -7.3%, 56.3
- Cc1ccc(S(=O)(=O)N2CCC(C)CC2)c([N+](=O)[O-])c1
 : 1.7%, 3.2%, 3.0%, -1.1%, -1.6%, 1.3%, -2.2%, -3.2%, 16.8%, -2.8%, -2.5
- COc1cccc(-c2nc(CS(=O)(=O)CC(=O)NCCc3ccc(OC)c(OC)c3)c(C)o2)c1
 : 0.7%, -1.4%, -0.7%, 3.0%, -23.3%, 3.7%, 3.5%, 2.1%, -28.2%, -3.4%, -12.7

Remaining list, next part.
The line under a structure holds: Tb PFK inh, Chronic BCR inh, ASM inhibitor, Mito fusion act, ELG1 repair inh, TCR act, AT treatment, Eya2 phos inh, a7 integrin act, TSG101-PTAP inh, TSHR antag
- COc1ccc(CCNC(=O)CSc2cn(Cc3ccccc3)c3ccccc23)cc1OC
 : -1.3%, -3.7%, -5.6%, -2.9%, ?, 4.0%, 9.1%, -1.0%, -18.2%, 0.1%, -3.3
- S=C(Nc1ccc(Cl)cc1)N1CCN(C2CCCCC2)CC1
 : -1.2%, -0.1%, 9.5%, -5.1%, -3.2%, -2.5%, -0.8%, -2.1%, 15.4%, -5.2%, 0.0
- CCn1cc(/C=C/C(=O)Nc2c(C)nn(Cc3ccccc3C)c2C)cn1
 : 1.0%, 0.9%, 5.6%, 7.7%, -13.7%, 13.5%[46.1 µM], 0.3%, -5.3%, 9.7%, 0.2%, 0.9
- COc1ccc(/C=C2\SC(=S)N(CC(=O)NCCO)C2=O)cc1
 : -2.1%, ?, -4.0%, 7.9%, ?, 5.3%, -3.4%, 2.5%, ?, -0.9%, -3.8
- COC(=O)c1cc(-c2ccccc2)sc1NC(=O)CN1C(=O)c2ccccc2C1=O
 : 0.6%, 7.4%, -1.6%, 2.6%, 3.2%, 0.8%, 7.7%, -4.7%, -12.9%, -2.0%, -15.3
- O=C(Nc1ccc(C(F)(F)F)cc1)N1CCN(C(=O)c2ccco2)CC1
 : 0.2%, -3.0%, -0.4%, 2.1%, 18.4%, -4.9%, -3.3%, -5.9%, -20.2%, -1.5%, 1.0
- O=C(CC12CCC(CC1)C2)NCc1ccc2c(c1)OCO2
 : 1.6%, 8.8%, -1.9%, 15.9%, ?, 2.9%[46.1 µM], ., 4.6%, 15.4%, -10.3%, -13.8
- CCCCCC[N+](C)(C)CC/C=C1/c2ccccc2Sc2ccc(Cl)cc21
 : -5.1%, -10.7%, -13.2%, -2.1%, -16.7%, -2.1%, 10.8%, -24.2%, 35.7%, -6.6%, 2.7
- COCCCNC(=O)c1ccc(CS(=O)(=O)c2ccccc2OC)o1
 : 15.4%, 2.8%, 2.7%, -3.4%, 5.7%, -4.0%, -4.5%, 3.6%, -22.6%, 0.3%, 0.4
- O=C(NC1=NCCS1)c1cc2ccccc2o1
 : -3.4%, ?, 0.6%, -0.1%, ?, 5.5%, 5.7%, 4.8%, 1.1%, -3.7%, 7.3
- O=S(=O)(c1ccc(NC(=S)Nc2ccc(OC(F)F)cc2)cc1)N1CCOCC1
 : 0.0%, ?, -1.7%, -0.1%, 1.4%, 0.1%[46.1 µM], -0.4%, -2.3%, 17.4%, -3.3%, 8.5
